GSK3 alpha inh = blockers of GSK3A enzyme activity – biochemical, luminescence, cell-free homogeneous, HTS, primary screen. Glycogen synthase kinase-3 alpha (Homo sapiens), P49840. GSK-3 alpha kinase, ADP-Glo luminescence, 60 min. inhibition, % at 10 µM. hit rate 0.1% among 320,000. AID 2650, 2010;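 in the data active means inhibition above about 50%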;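 further: GST-tagged GSK-3 alpha with peptide substrate and 25 µM ATP; 0% = DMSO neutral wells and 100% = GW8510 positive control wells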
Target sequence (P49840 whole entry, looked up): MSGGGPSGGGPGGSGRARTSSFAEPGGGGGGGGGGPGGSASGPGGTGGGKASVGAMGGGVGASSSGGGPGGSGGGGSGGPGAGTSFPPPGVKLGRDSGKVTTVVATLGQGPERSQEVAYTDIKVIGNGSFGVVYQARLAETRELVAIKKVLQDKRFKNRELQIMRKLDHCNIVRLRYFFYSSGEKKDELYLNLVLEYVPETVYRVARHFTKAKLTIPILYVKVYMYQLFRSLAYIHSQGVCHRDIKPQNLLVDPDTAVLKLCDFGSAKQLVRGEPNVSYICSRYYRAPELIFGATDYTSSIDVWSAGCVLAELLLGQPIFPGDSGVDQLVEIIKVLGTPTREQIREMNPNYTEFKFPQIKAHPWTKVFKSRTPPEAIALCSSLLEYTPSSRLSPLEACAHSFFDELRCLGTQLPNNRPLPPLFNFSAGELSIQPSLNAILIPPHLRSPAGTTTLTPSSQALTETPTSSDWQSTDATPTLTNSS
An asterisk follows results filed as active. A portion of the library. The share of hits here may be higher or lower than overall.

SMILES	GSK3 alpha inh
CC1CCCCN1C(=O)COC(=O)c1cc(-c2cccs2)nn1-c1ccccc1 (stereo not drawn)	0.8
O=C(NNC(=O)c1cc(-c2ccncc2)nc2ccccc12)c1ccccc1F	0.0
CSc1ccccc1NC(=O)CN(C)CC(=O)c1c(C)[nH]c2ccccc12	-1.3
O=C(OCC(=O)N1CCc2ccccc21)C1CCCN1S(=O)(=O)c1ccc(Cl)cc1 (stereo not drawn)	13.4
Cc1nn(CC(=O)c2ccc3c(c2)OCCO3)c(=O)c(C#N)c1C	-3.8
O=C(c1cc2ccccc2o1)N1CCN(S(=O)(=O)c2ccc(F)c(F)c2F)CC1	-0.8
O=C(Cc1c(F)cccc1Cl)OCC(=O)c1ccc[nH]1	-0.1
CCC(C)Sc1ccc([C@@H]2[C@H]3C(=O)N(C)C(=O)[C@H]3[C@]3(C(=O)OC)CCCN23)cc1 (stereo partly drawn)	0.2
C[C@H](CO)N1C[C@H](C)[C@@H](CN(C)C(=O)Nc2ccc(C(F)(F)F)cc2)Oc2ccc(NS(=O)(=O)c3cn(C)cn3)cc2C1=O	0.6
C#CCOCCOCCOCCNc1nc(N2CCN(C(=O)[C@H](CCCN=C(N)N)n3cc(C(N)[C@H](C)CC)nn3)CC2)nc(N2CCN(C(=O)[C@H](CC(N)=O)n3cc(C(N)[C@@H](C)CC)nn3)CC2)n1 (stereo partly drawn)	1.6
COc1ccccc1N(C)S(=O)(=O)c1ccc(C(=O)Nc2cccc(Br)c2)cc1	-3.4
CCc1ccc2c(CC(=O)Nc3cccc(S(=O)(=O)N4CCOCC4)c3)coc2c1	-0.7
CN(CC(=O)Nc1cccc(F)c1)C(=O)c1cn(-c2ccccc2)nc1-c1ccc(F)cc1	-1.1
Cc1ccc(C)c(S(=O)(=O)N2CCN(C(=O)[C@@H]3CCCN3C(=O)c3cccs3)CC2)c1	4.1
CC(=O)c1sc(NC(=O)CCCc2nc3ccccc3c(=O)[nH]2)nc1-c1ccccc1	1.6
O=S(=O)(NC1=NCCC1)c1cccc(NS(=O)(=O)c2ccc(F)c(Cl)c2)c1	-0.1
O=C(CSc1ccc([N+](=O)[O-])cc1)Nc1nnc(C2CC2)s1	-0.9
O=C(N[C@@H](Cc1ccccc1)C(=O)N1CCN(S(=O)(=O)c2cccc(F)c2)CC1)c1ccco1	-6.6
C[C@H](CO)N1C[C@H](C)[C@@H](CN(C)C(=O)Nc2ccccc2)Oc2c(NC(=O)NC3CCCCC3)cccc2C1=O	-1.6
Cc1ccc(NC(=O)CN(C)C(=O)COc2ccccc2-c2ccccc2)cc1	-1.0
NC(=O)c1ccc(OCC(=O)N2CCNC2=O)cc1	-1.7
O=C(COC(=O)c1ccc(S(=O)(=O)N2CCCC2)cc1)Nc1ccccc1	1.2
CN(c1ccccc1)S(=O)(=O)c1cccc(NC(=O)Cc2ccc(Cl)cc2)c1	-1.2
CC(=O)Nc1cccc(C(=O)OCC(=O)NC2CCCCCCC2)c1	20.8
CCOCc1c(C(=O)NCC(c2ccco2)N2CCCC2)oc2ccccc12 (stereo not drawn)	-3.0

3 compounds from above, sorted by the value under GSK3 alpha inh, high to low:
smiles	GSK3 alpha inh
C[C@H](CO)N1C[C@H](C)[C@@H](CN(C)C(=O)Nc2ccc(C(F)(F)F)cc2)Oc2ccc(NS(=O)(=O)c3cn(C)cn3)cc2C1=O	0.6
CN(CC(=O)Nc1cccc(F)c1)C(=O)c1cn(-c2ccccc2)nc1-c1ccc(F)cc1	-1.1
CCOCc1c(C(=O)NCC(c2ccco2)N2CCCC2)oc2ccccc12 (stereo not drawn)	-3.0

New compounds follow.
SMILES	GSK3 alpha inh
COc1ccc(NCC(=O)Nc2cccc(C(F)(F)F)c2)cc1S(=O)(=O)N1CCOCC1	-1.2
NC(=O)c1ccc(NC(=O)c2ccc(COc3ccc(F)cc3)o2)cc1	0.7
COc1ccc(NC(=O)c2ccc3c(c2)NC(=O)CS3)cc1	-3.7
CC(C)NC(=O)c1ccc(NC(=O)CC2SC(N3CCCC3)=NC2=O)cc1 (stereo not drawn)	-2.2
CCOc1ccc(Oc2ccccc2NS(=O)(=O)c2ccc(CCC(=O)O)cc2)cc1	-2.8
CCCCn1c(N)c(N(CCOC)C(=O)C2CC(=O)N(c3ccc(CC)cc3)C2)c(=O)[nH]c1=O (stereo not drawn)	0.1
COc1ccc(S(=O)(=O)NCCC(=O)OCC(=O)NC2CC2)cc1	-1.1
CCOC(=O)c1sc(NC(=O)c2c(CC)noc2C)nc1C	7.6
CC1CCCCC1NC(=O)CN1c2cccc3cccc(c23)S1(=O)=O (stereo not drawn)	-3.3
O=C(COC(=O)c1ccc([N+](=O)[O-])o1)Nc1ccc(N2CCOCC2)cc1	-2.4
CCOc1ccc(NS(=O)(=O)c2ccc(C(=O)N3CC(C)OC(C)C3)cc2)cc1 (stereo not drawn)	1.5
COc1cccc(CN(C)C(=O)c2ccc(C)c(S(=O)(=O)N3CCCCC3)c2)c1	0.4
CCCn1c(SCC(=O)Nc2cccnc2Cl)n[nH]c1=O	0.3
Cc1ccc(CNC(=O)c2ccc(Cl)c(S(=O)(=O)N3CCCCC3)c2)cc1	0.3
Cc1cnc(C(=O)OCC(=O)c2ccc(C)s2)cn1	-5.1
O=C1c2ccccc2NC(c2ccc(-c3ccccc3F)o2)N1O (stereo not drawn)	-2.4
COc1ccccc1C(C)NC(=O)c1ccc(S(=O)(=O)NCc2ccco2)cc1 (stereo not drawn)	-0.3
Cc1c(C(=O)N2CCN(C(c3ccccc3)c3ccccc3)CC2)oc2ccccc12	1.7
COc1ccc(NC(=O)c2cc(F)cc(F)c2)cc1S(=O)(=O)N1CCCCC1	-2.5
COc1ccc(C(CNC(=O)CCC(=O)c2ccc(C)s2)N2CCOCC2)cc1 (stereo not drawn)	0.1
CS(=O)(=O)c1ccc(Cl)c(NC(=O)CN2CCN(C(=O)c3cccs3)CC2)c1	0.9
COc1cccc([C@@H]2CC=C(C(=O)O)[C@H](c3cccc(Cl)c3)N2S(=O)(=O)c2ccc(C)cc2)c1	-3.8
CCOc1ncccc1C(=O)N1CCN(S(=O)(=O)c2ccc3c(c2)OCCO3)CC1	1.6
CCc1cc(Cn2nc(-c3ccccc3)cc2C(=O)NCc2cccs2)on1	0.4
O=C(Cn1cnc2ccccc2c1=O)N1CCN(S(=O)(=O)c2ccc(F)cc2)CC1	-2.5

Following part.
SMILES	GSK3 alpha inh
Cn1c(CCC(=O)O)nc2cc(S(=O)(=O)N3CCCC3)ccc21	-1.0
O=C(COc1ccc(S(=O)(=O)N2CCOCC2)cc1)N1CCOCC1	-1.0
Cc1ccc(S(=O)(=O)N2CCCCC2C(=O)Nc2ccc(N(C)C)cc2)cc1 (stereo not drawn)	-0.5
COc1ccc(C2=Nn3c(nnc3-c3ccccc3Cl)SC2)cc1OCC1CC1	-2.1
CSc1ccc(CN(C)CC(=O)N(C)CC(=O)Nc2ccccc2Br)cc1	0.9
CSCCC(NC(=O)c1ccccc1Br)C(=O)NNC(=O)c1ccncc1 (stereo not drawn)	-3.3
CC(=O)NC(c1cccs1)c1cc(Cl)c2ccccc2c1O (stereo not drawn)	-1.3
Cn1nnnc1Sc1ncnc2scc(-c3ccc(C#N)cc3)c12	-2.4
CC(C)CC1Nc2ncnc(N3CCN(c4ccccn4)CC3)c2N(Cc2ccccc2)C1=O (stereo not drawn)	-2.2
O=C(CN1CCN(S(=O)(=O)c2ccc(Cl)c(Cl)c2)CC1)N1CCCC1	1.9
O=C(Cc1ccccc1[N+](=O)[O-])NNC(=O)c1cccs1	16.6
CCN(CC(=O)Nc1cc(Cl)ccc1C)C(=O)C1COc2ccccc2O1 (stereo not drawn)	-1.3
O=C(Oc1ccc(Cl)c(Cl)c1)C1=CC=CN2CCS(=O)(=O)N=C12	-4.8
CC1CC(C)(C)CC2(C1)NC(=O)N(CC(=O)N(C)Cc1nc3ccccc3c(=O)[nH]1)C2=O (stereo not drawn)	-0.6
C#CCOCCOCCOCCNc1nc(N2CCN(C(=O)[C@H](CC(N)=O)n3cc(C(N)[C@@H](C)CC)nn3)CC2)nc(N2CCN(C(=O)[C@H](CCCCN)n3cc([C@@H](N)CC(N)=O)nn3)CC2)n1 (stereo partly drawn)	-0.3
O=C(Cc1ccccc1F)Nc1ccc(S(=O)(=O)N2CCCC2)cc1	2.4
Cc1c(C(=O)O)sc(S(=O)(=O)N2CCN(C(=O)Cc3ccc(F)cc3)CC2)c1C(=O)O	-1.0
CSc1ccccc1NC(=O)CN(C)C(=O)CNc1ccc(C(F)(F)F)cc1[N+](=O)[O-]	-2.7
COc1ccc(C(=O)NCC2CCCCC2)cc1S(=O)(=O)N1CCCC1	-4.8
Cc1c(NC(=O)c2cccc(NC(=O)Cc3ccccc3F)c2)c(=O)n(-c2ccccc2)n1C	-3.1
CCc1cccc(C)c1NC(=O)COC(=O)CSCc1ccccc1	-2.1
C[C@H]1CN([C@@H](C)CO)C(=O)c2cc(NC(=O)C3CCCCC3)ccc2O[C@H]1CN(C)C(=O)Nc1ccc2c(c1)OCO2	-2.5
CCN(CC(=O)Nc1ccc(NC(C)=O)cc1)C(=O)CCCc1nc2ccccc2s1	-2.9
O=C(Cc1ccc(Cl)cc1)Nc1cccc(S(=O)(=O)N2CCCCC2)c1	6.0
O=C(Nc1cc(S(=O)(=O)N2CCOCC2)ccc1Cl)c1cc2ccccc2o1	2.0

Next structures
SMILES	GSK3 alpha inh
CC1CCCC(C)N1C(=O)COC(=O)CNC(=O)c1ccccc1F (stereo not drawn)	-3.5
O=C(COC(=O)/C=C/c1ccc([N+](=O)[O-])cc1)NC(=O)NC1CCCCC1	-1.4
COc1ccc([C@H]2CC(=O)C=C(c3cccc(Cl)c3O)C2)cc1OC	0.7
CCN1C(=NCc2ccc(OC)cc2)N[C@@H](c2ccccc2)[C@H](C(=O)OC)[C@H]1C	-0.5
CCOC(=O)C1CCN(C(=O)COC(=O)C23CC4CC(CC(C4)C2)C3)CC1	-2.4
O=C(COC(=O)Cn1cnc2ccccc21)Nc1ccccc1C(F)(F)F	-1.2
COc1ccccc1CNC(=O)COC(=O)c1ccc(Cl)nc1	0.7
CCOC(=O)C1CCCN(C(=O)c2ccc(S(=O)(=O)N3CCOCC3)cc2)C1 (stereo not drawn)	3.5
COc1cc(C(=O)NCC(c2ccco2)N2CCCC2)ccc1OCc1ccccc1 (stereo not drawn)	0.2
O=C(COC(=O)CC1CC2CCC1C2)Nc1ccccc1[N+](=O)[O-] (stereo not drawn)	-2.0
O=c1c(OC2OC(CO)C(O)C(O)C2OC2OC(CO)C(O)C(O)C2OC2OC(CO)C(O)C(O)C2O)c(-c2ccc(O)c(O)c2)oc2cc(O)cc(O)c12 (stereo not drawn)	1.5
CCN1C(=NCc2cc(OC)c(OC)c(OC)c2)N[C@@H](c2cccc(C(F)(F)F)c2)C(C(=O)OC)=C1C	-2.1
Cc1ccccc1OCC(=O)OCC(=O)NCc1ccccc1Cl	0.6
CCCNC(=O)C1CN(C(=O)c2nn(Cc3ccccc3)c(=O)c3ccccc23)c2ccccc2O1 (stereo not drawn)	-4.8
Nc1cc(=O)[nH]c(SCC(=O)N2CCCC2)n1	-1.1
Nn1c(SCC(=O)Nc2cccnc2Cl)nnc1-c1ccccc1	5.7
Cc1noc(C)c1C(=O)N(CC(=O)Nc1ccc(Cl)c(C(F)(F)F)c1)Cc1ccco1	-5.4
Cc1ccccc1N1C(=O)C2CCCN2C1=S (stereo not drawn)	-6.2
CCOc1ncccc1C(=O)Nc1cc2c(cc1Br)OCCO2	-0.1
NC(=O)CC[C@H](NC(=O)c1ccc(F)cc1)C(=O)N1CCN(Cc2ccc3c(c2)OCO3)CC1	-1.9
O=C(OCC(=O)N1CCCCCC1)c1ccccc1Br	-2.6
Cc1cccc(NC(=O)c2nc[nH]c2C(=O)N2CCc3ccccc3C2)c1	-1.2
O=C(CNC(=O)c1ccc(Br)o1)NNC(=O)c1ccc(Cl)cc1	-0.7
N#CC1(NC(=O)CSc2nncn2-c2ccccc2F)CCCC1	0.3
Nc1cc(C(=O)OCC(=O)c2ccc(CC(=O)N3CCOCC3)s2)ccc1Cl	-0.9

Retrieved by compound from above:
SMILES	GSK3 alpha inh
Nc1cc(C(=O)OCC(=O)c2ccc(CC(=O)N3CCOCC3)s2)ccc1Cl	-0.9
COc1cc(C(=O)NCC(c2ccco2)N2CCCC2)ccc1OCc1ccccc1 (stereo not drawn)	0.2
CCOC(=O)C1CCN(C(=O)COC(=O)C23CC4CC(CC(C4)C2)C3)CC1	-2.4

(listing goes on)
SMILES	GSK3 alpha inh
COc1ccc(S(=O)(=O)N(C)C[C@H]2Oc3c(NC(=O)NC(C)C)cccc3C(=O)N([C@H](C)CO)C[C@@H]2C)cc1	-3.5
CCCSc1nnc(NC(=O)CSc2nc3[nH]c(=O)cc(O)c3s2)s1	0.7
Cc1nn(CC(=O)NC2(C#N)CCCCC2)c(C)c1[N+](=O)[O-]	0.3
CCOc1ccc(S(=O)(=O)Nc2ccc(C(=O)NCc3ccncc3)cc2)cc1	-1.0
COc1ccccc1C(CNC(=O)CNC(=O)c1ccccc1Cl)N1CCCC1 (stereo not drawn)	-1.4
CC(Oc1ccccc1)C(=O)OCC(=O)Nc1sccc1C(N)=O (stereo not drawn)	3.3
COc1ccccc1-c1oc2ccccc2c1-c1ccc2cc[nH]c2c1	0.7
COc1ccc(S(=O)(=O)N2CCCCC2)cc1NC(=O)CN(Cc1ccco1)Cc1ccco1	-2.2
COc1cccc(NC(=O)C2CC(=O)N(Cc3ccco3)C2)c1 (stereo not drawn)	-1.0
O=C1CC[C@@H](C(=O)O)N1	-1.2
O=C(O)Cc1cccc2ccccc12	-1.6
O=S(=O)(c1ccc(=S)[nH]c1)N1CCCCCC1	0.0
CC(=O)c1c(C)[nH]c(C(=O)NNC(=O)c2ccc(Br)cc2)c1C	-4.8
O=C(CN1CCN(C(=O)CNC(=O)c2ccc(N3CCCC3=O)cc2)CC1)Nc1ccccc1Cl	2.2
COCCCn1c(SCC(=O)N2CCOCC2)nc2cc(Cl)ccc2c1=O	1.6

From PubChem
